Shn3 inh set2 = reduces Shn3 3'UTR luciferase signal in osteoblasts; 360,000 tested, 0.52% active; Clone20 osteoblast Shn3 3'UTR firefly luciferase, 24 h; inhibition, % at 12.5 µM;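 active = mean inhibition of at least 75% with every replicate also reaching 75%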;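 also: 0% = median of neutral control wells and 100% = pilot-screen positive control compound; some compounds past the cut are filed as inactive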
NR2E3 ag-1 = agonists of human nuclear receptor NR2E3. GST-NR2E3/biotin-RetCOR TR-FRET, 1536-well. inhibition of corepressor binding, % at 4.78 µM. 320,000 tested, 0.12% active. AID 2300;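 active = percent inhibition above the cutoff of mean plus 3 SD of all tested compounds, set per screening campaign, cut at about 20% in these data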;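 also: 0% = DMSO wells and 100% = biotin wells as full block of FRET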
Target sequence (Q9Y5X4 whole entry, looked up): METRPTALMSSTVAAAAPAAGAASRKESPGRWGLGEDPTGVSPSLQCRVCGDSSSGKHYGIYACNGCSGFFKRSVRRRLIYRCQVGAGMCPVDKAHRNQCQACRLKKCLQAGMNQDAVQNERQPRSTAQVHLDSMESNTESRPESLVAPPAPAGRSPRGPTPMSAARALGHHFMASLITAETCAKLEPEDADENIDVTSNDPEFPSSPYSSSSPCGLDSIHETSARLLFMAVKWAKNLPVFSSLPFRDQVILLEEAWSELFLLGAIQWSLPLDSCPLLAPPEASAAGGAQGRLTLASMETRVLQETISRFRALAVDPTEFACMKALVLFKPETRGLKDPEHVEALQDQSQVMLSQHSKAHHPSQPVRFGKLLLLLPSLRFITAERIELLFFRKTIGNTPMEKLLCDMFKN
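System: GST-tagged NR2E3 plus biotinylated RetCOR corepressor; Amount: 1.35 nM GST-tagged NR2E3 final; Dosing: single nominal compound dose of 4.8 µM; Schedule: 5 h incubation at 4 °C; Technique: TR-FRET with europium anti-GST and streptavidin-D2, 340 nm excitation; Controls: biotin wells as high control, 0.6% DMSO wells as low control.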
CF NFkB inh = inhibitors of cystic fibrosis induced NF-kB; KKLEB NF-kB-GFP reporter, PAF-induced, GFP fluorescence overnight; inhibition, % at 5 µM; 360,000 tested, 0.86% active; AID 588850;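 active = at least 50% inhibition at 5 µM, scaled per plate between neutral and stimulator controls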;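 also: PAF is a Pseudomonas aeruginosa culture filtrate used as stimulus; plate controls were PAF-stimulated DMSO wells for no effect and unstimulated DMSO wells for full effect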
aDG glyco act = alpha-DG glycosylation activation. AID 624168. 360,000 tested, 0.22% active. Pro5-aDG cells, alpha-DG glycosylation AlphaScreen (IIH6); 0% Pro5, 100% B10-LARGE cell signal. activation, % at 10 µM;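 active = activation of at least 8% versus controls, or a plate z-score of at least 8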;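 also: Pro5 are CHO cells carrying HIG-tagged alpha-DG that lacks glycosylation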
TWEAK-Fn14 inh = blocks TWEAK-Fn14 interaction in a reporter cell assay; TWEAK-stimulated Fn14 reporter cells, luciferase luminescence, 8 h; inhibition, % at 10 µM; 360,000 tested, 2% active; AID 1159606; in the data active = inhibition above about 50%
hiPSC survival = increases survival of single human iPS cells | 360,000 tested, 0.044% active | hiPSC single-cell survival, ATPlite luminescence; 100% = ROCK inhibitor wells, 0% = DMSO | survival enhancement, % at 20 µM | AID 602274; in the data active = survival enhancement above about 18%;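 also: cells exposed to compounds for 16 hours before the ATP read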
Peg3 prom inh = Peg3 promoter activity inhibition | 360,000 tested, 1.7% active | inhibition, % at 20 µM | HeLa PEG-Prom luciferase reporter, luminescence, overnight | AID 588405;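 active = inhibition of at least 50% at 20 µM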
NR2E3 ag-2 = human photoreceptor-specific nuclear receptor agonism; AID 602229; CHO-S Gal4-NCOR/VP16-NR2E3 two-hybrid, luciferase; inhibition of corepressor binding, % at 3.98 µM; 360,000 tested, 0.35% active; Q9Y5X4;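 active = inhibition above the mean of all tested compounds plus 3 SD, cut at about 70% in these data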;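 also: 0% = DMSO with NR2E3 transfected cells and 100% = cells lacking NR2E3 construct; higher means lower luciferase signal from less NR2E3 corepressor binding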
MITF TRPM1 inh = inhibitors of MITF-driven TRPM1 promoter in melanoma cells; inhibition, % at 12.5 µM; 330,000 tested, 0.83% active; SK-MEL-5 TRPM1 promoter luciferase, 24 h; AID 488899;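 active = mean inhibition across replicates of 60% or more, whatever share of single replicates reaches that level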; also: values of inactives mirror those of a sister screen read the other way
HIF-2a block = HIF-2a inhibition. 786-0 RCC cells HIF-2a reporter, luciferase luminescence, overnight. inhibition, % at 18.8 µM. 360,000 tested, 0.72% active. AID 624352;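 active = inhibition of the luminescence signal of 40% or more relative to plate controls, in a single-dose primary screen at 18.75 µM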
KKLEB cytotox = counter-screen for CF NF-kB inhibitors: cytotoxicity | AID 602141 | KKLEB CF airway cells viability, ATPlite luminescence, overnight; hits give low values; cells stimulated with P. aeruginosa culture filtrate | activity change (cytotoxicity), % at 5 µM | 360,000 tested, 0.36% active;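 active = corrected activity change at or below -50% at 5 µM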
An asterisk follows results filed as active; / = no result given.

SMILES | Shn3 inh set2 | NR2E3 ag-1 | CF NFkB inh | aDG glyco act | TWEAK-Fn14 inh | hiPSC survival | Peg3 prom inh | NR2E3 ag-2 | MITF TRPM1 inh | HIF-2a block | KKLEB cytotox
O=C1CC(=O)N2CCSC2=N1 | -26.2 | / | 19.4 | -0.1 | 7.5 | -2.1 | 8.0 | 6.4 | 16.7 | 5.7 | 5.0
Oc1ccc(C=Nc2ccccc2-c2nc3ccccc3[nH]2)c(O)c1 | -80.5 | -2.6 | -19.5 | 0.2 | 5.2 | -0.5 | -218.4 | -58.0 | -48.3 | -184.7 | 7.8
CCOC(=O)c1c(C)nc2ccccn12 | -4.8 | 2.3 | -12.8 | 0.1 | 10.5 | -0.6 | 12.3 | -10.2 | 5.2 | 12.0 | 12.5
O=C(NC1CC1(c1ccccc1)c1ccccc1)c1ccccc1 (stereo not drawn) | 11.0 | / | 11.8 | 0.3 | -5.9 | 3.2 | 8.9 | -6.8 | 9.2 | 8.9 | 5.1
NC(=O)CC(NC(=O)Cc1cccc2ccccc12)c1ccc(NC2CCCCCC2)c([N+](=O)[O-])c1 (stereo not drawn) | -5.3 | 0.9 | -10.2 | -0.2 | -37.5 | 4.6 | 2.4 | 6.0 | / | -3.4 | -26.1
O=C(N/N=C/c1ccc(N2CCOCC2)s1)c1ccc(O)cc1 | -12.7 | / | -18.6 | -0.2 | -9.7 | 0.4 | -24.9 | -21.2 | / | -46.1 | 5.6
COc1ccccc1OCc1n[nH]c(=S)n1Cc1ccccc1 | -0.3 | 2.4 | 10.9 | 0.7 | 13.1 | 4.0 | 8.2 | -18.6 | 0.5 | 9.4 | 4.8
CCOc1ccccc1NC(=O)c1cc(-c2ccncc2)nc2c(Cl)cccc12 | -44.7 | / | -9.8 | -0.2 | 1.9 | 0.0 | 25.9 | 2.2 | -2.7 | 0.3 | 6.7
CCOC(=O)Cn1c(=O)c2c(nc(N3CCOCC3)n2C)n(C)c1=O | -36.8 | 3.0 | 7.5 | -0.1 | 3.5 | 4.0 | 6.0 | 13.0 | 5.9 | 14.8 | 0.1
C=CCOc1c(CNc2ccc3[nH]c(=O)[nH]c3c2)cccc1OC | 17.4 | -9.1 | -6.6 | 0.3 | 2.6 | -0.5 | 15.9 | 21.5 | 2.9 | 3.9 | -0.3
C=CCN1C(=O)/C(=C2/Sc3ccccc3N2C)SC1=Nc1c(C)n[nH]c1C | 13.4 | 2.4 | -9.2 | 0.2 | -33.9 | -0.1 | 12.0 | 2.3 | 2.0 | -21.3 | -0.9
CCCc1cc(C(N)=O)c(NC(=O)c2cc(C)on2)s1 | -26.4 | 0.5 | -1.1 | 0.7 | 12.8 | 0.5 | -19.9 | 24.0 | -9.9 | -43.9 | 21.6
CCN1CCN(C(=O)C2CCC(=O)N(Cc3cccc(C(F)(F)F)c3)C2)CC1 (stereo not drawn) | -3.7 | 1.2 | 22.5 | 0.2 | 15.7 | -0.2 | 14.1 | 2.9 | 4.9 | 9.2 | -7.4
NC(=O)c1ccccc1NC(=O)CN1CCCCCC1 | 2.1 | 2.2 | 6.7 | 0.1 | -4.4 | 0.0 | -14.7 | -20.5 | 3.7 | 1.8 | -16.5
CC1(CC(=O)NNC(=O)Nc2ccccc2)OCCCO1 | -6.4 | -3.7 | -11.4 | 0.5 | 3.5 | -0.1 | 7.0 | -4.1 | -0.3 | 13.5 | 7.0
COc1ccc2[nH]c(=O)c(CN(C(=O)c3ccccn3)c3ccccc3)cc2c1 | -9.3 | -2.2 | -5.7 | -0.1 | -0.5 | -1.6 | -18.9 | -17.2 | 3.2 | -65.1 | 6.8
COc1cc(C)ccc1OCc1cc(C(=O)NC(c2ccccn2)C(F)(F)F)no1 (stereo not drawn) | 8.5 | / | -1.0 | 0.6 | -0.4 | -1.7 | -12.8 | -41.6 | / | -73.2 | -8.3
CCc1ccc(/C(C)=N/NS(=O)(=O)c2ccc(OC)cc2)s1 | 10.7 | / | -21.2 | -0.3 | -9.1 | 0.2 | 8.7 | 20.8 | 0.7 | 9.1 | 5.2
Nc1nnc(SCC(=O)NC23CC4CC(CC(C4)C2)C3)s1 | -4.1 | 0.7 | 4.5 | 0.1 | 6.5 | -1.1 | 2.2 | -5.3 | -1.6 | 19.5 | 6.1
O=C(Nc1ccccc1Sc1ccccc1)c1ccc(F)cc1 | -21.8 | 2.6 | -0.1 | 0.2 | -5.6 | 1.9 | -1.3 | 1.5 | -59.4 | -9.4 | 10.4

Reformatted: results already given
| canonical_smiles | Shn3 inh set2 | NR2E3 ag-1 | CF NFkB inh | aDG glyco act | TWEAK-Fn14 inh | hiPSC survival | Peg3 prom inh | NR2E3 ag-2 | MITF TRPM1 inh | HIF-2a block | KKLEB cytotox |
| --- | --- | --- | --- | --- | --- | --- | --- | --- | --- | --- | --- |
| CCOC(=O)c1c(C)nc2ccccn12 | -4.8 | 2.3 | -12.8 | 0.1 | 10.5 | -0.6 | 12.3 | -10.2 | 5.2 | 12.0 | 12.5 |
| O=C(NC1CC1(c1ccccc1)c1ccccc1)c1ccccc1 (stereo not drawn) | 11.0 | / | 11.8 | 0.3 | -5.9 | 3.2 | 8.9 | -6.8 | 9.2 | 8.9 | 5.1 |
| NC(=O)CC(NC(=O)Cc1cccc2ccccc12)c1ccc(NC2CCCCCC2)c([N+](=O)[O-])c1 (stereo not drawn) | -5.3 | 0.9 | -10.2 | -0.2 | -37.5 | 4.6 | 2.4 | 6.0 | / | -3.4 | -26.1 |

Next entries follow.
SMILES | Shn3 inh set2 | NR2E3 ag-1 | CF NFkB inh | aDG glyco act | TWEAK-Fn14 inh | hiPSC survival | Peg3 prom inh | NR2E3 ag-2 | MITF TRPM1 inh | HIF-2a block | KKLEB cytotox
CC(C)(C)c1nnc(N/N=C/c2ccccc2O)n(N)c1=O | 89.5* | 0.5 | -4.6 | 1.8 | 8.1 | -2.4 | 37.9 | -36.5 | 42.9 | -106.6 | -10.0
CCCCN(C)c1c(C)nc2ccc(C(=O)Nc3ccc(OC)c(OC)c3)cn12 | 7.4 | / | -11.6 | 0.1 | -0.5 | 1.4 | 13.2 | 3.2 | / | -13.8 | -6.6
COc1ccc(S(=O)(=O)N2CCN(C(=O)c3ccc(NC(C)=O)cc3)CC2)cc1 | -23.5 | 3.8 | -1.1 | 0.3 | 6.1 | 0.1 | -8.3 | -2.9 | -1.2 | 1.4 | 6.1
C=CCn1c(SCC(=O)N2CCOCC2)nnc1C(C)NC(=O)c1ccccc1 (stereo not drawn) | -10.8 | -2.1 | -28.1 | -0.2 | 4.2 | -0.4 | -1.5 | -8.7 | -5.9 | 13.8 | 12.4
Cn1cnc2nc(Cl)nc(Cl)c21 | 20.4 | / | 34.7 | 0.2 | 54.3* | -2.1 | 5.9 | 12.3 | 18.2 | 35.2 | -10.9
COc1ccc(-c2cc(C(=O)Nc3cc(S(N)(=O)=O)ccc3C)c3ccccc3n2)cc1OC | -14.2 | 2.1 | -8.6 | 0.1 | -23.3 | -0.8 | -24.2 | 2.5 | -32.6 | -47.1 | -5.8
O=S(=O)(NCC(c1ccco1)N1CCN(c2ccccc2F)CC1)c1ccc(F)cc1 (stereo not drawn) | 6.0 | -1.1 | 6.7 | -0.2 | -4.4 | 3.3 | -2.1 | -15.1 | 10.1 | 11.7 | -5.3
COc1ccc(NC(=O)CCCOc2ccc(C)cc2)cc1S(=O)(=O)N1CCCCC1 | 35.0 | / | 26.8 | 0.1 | 6.5 | 15.0 | 10.1 | -9.8 | / | -2.8 | -6.4
Cc1ccc(CC2(C)C(=O)Nc3c(Cl)ccc(Cl)c32)cc1 (stereo not drawn) | -25.0 | / | 6.2 | 0.0 | 14.2 | -1.0 | 14.0 | 4.4 | / | -1.8 | 8.8
O=S(=O)(c1ccc2c(c1)OCCO2)N1CCc2ccccc21 | -4.1 | 1.4 | 10.1 | 0.0 | -13.6 | 0.5 | 25.9 | -23.6 | 2.3 | 13.5 | 3.6
COc1cc(NC(=S)NCC2CCCO2)c(OC)cc1Cl (stereo not drawn) | -7.7 | 2.8 | -0.8 | -0.3 | 5.9 | 0.7 | 2.4 | -17.5 | 1.8 | 17.3 | 8.0
O=C(Cn1ccc2ccccc2c1=O)NCC1COc2ccccc2O1 (stereo not drawn) | -13.6 | -0.4 | -9.6 | -0.3 | 2.5 | 3.4 | 14.9 | -4.0 | 4.1 | 18.9 | -5.3
O=C1CC(c2ccccc2)C(C(=O)O)N1 (stereo not drawn) | 15.6 | -1.6 | 0.2 | 0.0 | -0.5 | -1.2 | -8.5 | -27.1 | 9.0 | 5.2 | 1.0
CCn1c(C(c2ccccc2)c2ccccc2)n[nH]c1=S | 12.1 | 3.8 | -4.6 | -0.1 | -3.8 | 1.0 | 1.6 | 2.4 | -7.1 | 19.6 | 4.1
Nc1ncnc2c1ncn2[C@@H]1O[C@H](CNCc2ccc(-c3cc(C(F)(F)F)ccc3Cl)o2)[C@@H](O)[C@H]1O | -19.0 | / | -9.0 | -0.2 | 7.6 | -2.7 | -11.6 | -1.0 | -9.2 | 4.6 | 7.4
COc1cc(NC(=O)c2ccccc2[N+](=O)[O-])c(C(=O)O)cc1OC | 0.6 | -3.9 | 21.3 | 0.1 | -0.3 | 0.9 | 6.0 | -14.9 | -1.9 | 17.0 | -9.3
COc1ccc2oc(=O)c(C(=O)N3CCN(C(=O)c4ccco4)CC3)cc2c1 | 1.0 | 0.3 | 7.6 | 0.2 | -24.4 | 0.3 | 0.9 | 5.1 | -0.6 | 15.4 | 8.0
COc1ccc(C2CC(=O)C(C=NCCO)=C(O)C2)cc1 (stereo not drawn) | -13.8 | 6.9 | 1.4 | -0.1 | 8.6 | 0.0 | 10.4 | -0.3 | 1.4 | 19.6 | -2.5
O=C(NCc1ccc2c(c1)OCO2)c1cccc(S(=O)(=O)N2CCCC2)c1 | -5.2 | / | -5.2 | -0.1 | 1.6 | -0.2 | 14.8 | 4.9 | 7.6 | -6.0 | -14.3
CCOC(=O)C(C(=O)OCC)[C@@H]1CS(=O)(=O)C[C@H]1C(C(=O)OCC)C(=O)OCC | -5.6 | -0.9 | 2.7 | -0.1 | -8.1 | -0.7 | -7.5 | 3.5 | 1.0 | 2.7 | -1.3
COc1cc(C2C(C(=O)c3ccc(C)o3)=C(O)C(=O)N2c2cc(C)on2)ccc1O (stereo not drawn) | -0.3 | 1.4 | -6.1 | -0.3 | 12.3 | -3.2 | 8.8 | -11.4 | -0.1 | 22.7 | -1.2
O=C(O)c1cc(C(F)(F)F)nc2c(C(F)(F)F)cccc12 | -14.1 | 2.2 | 20.0 | -0.3 | -9.4 | 3.4 | -10.8 | 0.1 | 10.7 | -2.1 | -6.7
O=C(NCc1ccccc1)N(Cc1cc2cc3c(cc2[nH]c1=O)OCO3)CC1CCCO1 (stereo not drawn) | -5.4 | -1.6 | -3.6 | 0.2 | 41.5 | -0.8 | 16.0 | -3.4 | -3.8 | 7.6 | 0.1
CCOc1ccccc1NC(=O)CSc1nnc(-c2cnccn2)n1CC | 16.2 | -1.8 | 12.4 | 0.7 | -2.6 | 5.5 | 5.5 | -13.2 | -5.7 | 17.4 | 1.2

From PubChem
